ABCB6 inh MLPCN: inhibitors of human ABC transporter ABCB6; Q9NP58; K562-ABCB6 porphyrin accumulation, flow cytometry, 1 h; active compounds read low; fluorescence ratio to DMSO, % at 10 µM; 0.19% of 360,000 active; AID 602162;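 active = fluorescence ratio to DMSO below 75%, the collection mean minus 3 SD; inconclusive = too few cells collected in the well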;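 note: signal is porphyrin accumulated inside mitochondria; 100% equals median channel fluorescence of DMSO control wells; lower ratio means ABCB6 inhibition with less porphyrin fluorescence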
Target sequence (Q9NP58 whole entry, looked up): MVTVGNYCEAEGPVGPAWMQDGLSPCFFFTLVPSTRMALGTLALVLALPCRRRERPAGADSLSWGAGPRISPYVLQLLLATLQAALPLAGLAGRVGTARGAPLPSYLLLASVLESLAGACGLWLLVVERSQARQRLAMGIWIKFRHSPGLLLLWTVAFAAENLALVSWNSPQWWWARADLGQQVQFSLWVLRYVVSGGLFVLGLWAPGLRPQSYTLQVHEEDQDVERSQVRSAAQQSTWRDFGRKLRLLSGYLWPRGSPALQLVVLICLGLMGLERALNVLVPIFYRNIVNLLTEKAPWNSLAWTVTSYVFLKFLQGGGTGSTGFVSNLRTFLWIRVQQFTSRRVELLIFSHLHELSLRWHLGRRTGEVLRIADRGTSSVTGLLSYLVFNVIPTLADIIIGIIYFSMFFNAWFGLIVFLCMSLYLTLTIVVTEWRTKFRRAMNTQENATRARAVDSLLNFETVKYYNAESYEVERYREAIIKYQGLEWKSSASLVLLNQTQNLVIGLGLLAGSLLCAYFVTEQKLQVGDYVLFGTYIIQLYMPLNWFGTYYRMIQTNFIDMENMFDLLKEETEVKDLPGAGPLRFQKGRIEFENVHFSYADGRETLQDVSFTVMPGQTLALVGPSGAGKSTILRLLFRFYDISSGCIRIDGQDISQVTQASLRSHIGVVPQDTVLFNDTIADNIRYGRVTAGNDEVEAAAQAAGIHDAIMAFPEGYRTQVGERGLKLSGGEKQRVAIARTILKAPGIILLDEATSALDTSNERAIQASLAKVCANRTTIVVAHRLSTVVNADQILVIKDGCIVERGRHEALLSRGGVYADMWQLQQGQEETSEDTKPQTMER
aDG glyco act: alpha-DG glycosylation activation; Pro5-aDG cells, alpha-DG glycosylation AlphaScreen (IIH6); 0% Pro5, 100% B10-LARGE cell signal; activation, % at 10 µM; 0.22% of 360,000 active; AID 624168;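 active = activation of at least 8% versus controls, or a plate z-score of at least 8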;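 note: Pro5 are CHO cells carrying HIG-tagged alpha-DG that lacks glycosylation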
hiPSC survival: increases survival of single human iPS cells. hiPSC single-cell survival, ATPlite luminescence; 100% = ROCK inhibitor wells, 0% = DMSO. survival enhancement, % at 20 µM. 0.044% of 360,000 active. AID 602274; in the data active = survival enhancement above about 18%;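 note: cells exposed to compounds for 16 hours before the ATP read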
Vif inh: blocks HIV Vif function | HEK293T cells, Vif self-association by quenched fluorescence, imaging, 24 h | inhibition, % at 7.49 µM | 0.35% of 340,000 active; in the data active = inhibition above about 50%, passing the limit was not always enough; inconclusive = no clear call, values can overlap the other calls; inactive = below about 31%; note: some results filed as inactive read as strong as hits
PDI inh: blocks human protein disulfide isomerase activity. 0.052% of 350,000 active. PDI insulin aggregation turbidity, A650, 90 min. P07237. inhibition, % at 10 µM. AID 588391;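 active = mean inhibition across replicates of 30% or more, whatever share of single replicates reach that level; inconclusive = mean inhibition below 30% while every single replicate reaches 30%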;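 note: absorbance from insulin aggregation driven by PDI reduction with DTT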
Granule exo inh: lytic granule exocytosis inhibition; TALL-104 LAMP-1 surface exposure, flow cytometry; cells stimulated with thapsigargin and PMA; inhibition, % at 10 µM; 0.66% of 360,000 active;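 active = inhibition above about 55%, limit read from the data; inconclusive = no clear call, values can overlap the other calls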
HTR2A ag: mouse HTR2A agonism via beta-arrestin recruitment; P35363; CHO-K1 mHTR2A beta-arrestin complementation, luminescence; percent of 30 µM serotonin response; activation, % at 7.6 µM; 0.66% of 360,000 active; AID 624169;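 active = activation above a run cutoff, the mean activation of all tested compounds plus 3 SD, cut at about 14% in these data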;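 note: 0% = plate median of compound wells and 100% = 30 µM serotonin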
Cardio protect: myocardial damage modulation in H9c2 cells; H9c2 cardiomyocytes, H2O2 injury protection, ATPLite, 2 h; protection from H2O2 cell death, % at 20 µM; 0.63% of 360,000 active;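 active = compounds giving at least 50% protection of heart cells from peroxide-induced death in the single-dose screen, raw or plate-pattern-corrected value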;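 note: 0% = DMSO wells with peroxide and 100% = DMSO wells without peroxide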
CaV13 ICDI inh: Primary screen for inhibitors of IQ motif and Ca2+-dependent inactivation inhibitor domain binding in CACNA1D, Förster resonance energy transfer in living cells, … | HEK cells, CFP/YFP FRET ICDI-IQ, plate reader, 10 min; percent FRET-ratio fall versus neutral wells | 0.098% of 340,000 active | inhibition, % at 12.3 µM | AID 743397;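 active = mean replicate inhibition of at least 30% and at least 1% of replicates passing that level; inconclusive = only one of the two criteria is met; inactive = neither criterion is met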;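 note: 0% = median of the neutral control wells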
Glyco luc inh: N-linked glycosylation inhibition. D54 ERlucT glycosylation luciferase reporter, 24 h; percent of 100 nM tunicamycin response. reporter increase, % at 12.5 µM. 0.23% of 360,000 active;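 active = mean luciferase reporter signal, scaled so untreated is 0 and the glycosylation-blocking control 100, at or above a set limit in every replicate; inconclusive = mean reaches the limit but not every replicate does; inactive = mean below the limit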;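 note: luciferase carries N-glycosylation sites so blocking glycosylation raises the light; 0% = median of neutral control wells and 100% = median of 100 nM tunicamycin wells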
Numbers without * were called inactive; ? = inconclusive; . = no result given.

The line under a structure holds: Cardio protect	ABCB6 inh MLPCN	CaV13 ICDI inh	aDG glyco act	Vif inh	Granule exo inh	Glyco luc inh	PDI inh	hiPSC survival	HTR2A ag
> O=C(NCC1CCCO1)c1nn2c(C(F)(F)F)cc(-c3cc(Br)cs3)nc2c1Br (stereo unspecified)
→ -3	95	-5	-0.1	4	-11	2	-16	1.6	0
> CC(=O)c1cn(-c2ccc(Cl)cc2)c(=O)n(Cc2ccc(F)cc2)c1=O
→ -2	101	-5	0.5	3	-2	0	-2	1.8	-4
> COc1ccc(/C=N/NC(=O)c2ccc(Cl)cc2)cc1Cn1cc(Cl)cn1
→ -4	85	-2	0.7	1	-2	-5	-1	5.7	1
> Cc1ccccc1-c1nc(CS(=O)(=O)CC(=O)N2CCc3ccccc3C2)c(C)o1
→ 21	101	-2	0.0	-1	-2	0	.	-4.1	3
> Cc1ccc(S(=O)(=O)N(Cc2ccc(C(F)(F)F)cc2)C(=O)N2CCN(C)CC2)cc1
→ 1	103	-6	0.2	-3	2	2	11	0.0	3
> O=C(N/C(=C\c1ccco1)C(=O)N1CCCC1CO)c1ccccc1 (stereo unspecified)
→ 3	103	-7	-0.2	5	-8	1	0	0.1	-4
> COc1cc(C(=O)NCc2ccc3[nH]c(C)cc3c2)cc(OC)c1OC
→ -4	100	-6	-0.6	-5	15	4	-1	2.0	-3
> CCn1c(=O)cc(N2CCCCC2)[nH]c1=O
→ 7	100	.	-0.5	4	4	1	-6	7.7	-2
> Cc1ccc(NC(=O)CN(C)C(=O)Cn2ccsc2=N)cc1
→ -8	98	4	0.3	0	-12	-1	-2	-0.1	-4
> COc1cc2c(c3oc(-c4ccccc4)cc(=O)c13)C=CC(C)(C)O2
→ -6	97	.	0.1	-12	8	3	.	2.5	6
> O=C(OCc1cn([C@@H]2CN(Cc3cccs3)[C@@H](c3ccc(Cl)cc3)C[C@H]2O)nn1)c1ccccc1
→ 3	98	-3	0.1	-11	-5	1	-15	-2.5	-4
> Clc1ccc(-c2nnnn2-c2ccc(Cl)cc2)cc1
→ -6	98	-1	-0.1	-3	4	-1	5	0.3	-1
> CCCCn1c(=O)[nH]c(=O)c2c1nc(COc1ccc(C#N)cc1)n2CCC
→ 6	98	.	0.1	-3	-2	-3	-2	2.2	0
> COc1ccccc1CNC(=O)COC(=O)c1ccncc1
→ -4	99	-15	0.0	15	10	2	-4	-0.6	-4
> O=C(COC(=O)c1ccccn1)Nc1nccs1
→ -3	103	-4	-0.1	-1	-4	1	2	-0.1	-1
> CCCCc1sc(-c2c(C#N)c(N)nc3c2CCCCC3)cc1[N+](=O)[O-]
→ -6	99	-5	0.8	-10	-2	-2	2	1.2	-1
> Cc1nnc(SCC(=O)Nc2ccc3c(c2)COC3=O)n1-c1ccccc1
→ -10	102	-2	-0.2	15	-2	-1	.	1.6	-1
> COCCCNc1nc2c(-c3ccc(C)cc3)nnn2c2ccccc12
→ -9	99	-5	0.1	2	?	1	2	-0.2	0
> COc1ccc(C(=O)NCC(=O)N2CCC(Cc3ccccc3)CC2)cc1OC
→ 3	96	-5	0.0	-3	-1	-3	4	0.0	6
> COc1ccc(C(=O)C[n+]2cccc3cc(C)ccc32)cc1
→ -6	427	-10	0.0	16	1	1	-6	-0.2	-1
> Cc1ccc2c(=O)cc(C(=O)NCCc3ccc(S(N)(=O)=O)cc3)oc2c1
→ 4	94	.	0.0	-10	-3	2	9	0.4	3
> Cc1ccc(NC(=O)Nc2c(C)n(C)n(-c3ccccc3)c2=O)cc1C
→ -4	98	-5	-0.2	-5	2	1	-4	-0.2	6
> CCc1ccccc1OCC(=O)OCC(=O)N1CC(=O)Nc2ccccc21
→ 4	90	-6	-0.1	.	-1	-2	6	-0.6	4
> COc1ccc(NC(=S)N2CCNC(=O)C2CC(=O)Nc2ccc(C)cc2)cc1 (stereo unspecified)
→ -1	101	-14	-0.3	-6	-2	2	-1	2.5	-5
> CN1C(=O)C(C)(C)c2cc(S(=O)(=O)N3CCCC(C(=O)NCc4ccc(Cl)cc4)C3)ccc21 (stereo unspecified)
→ -16	96	-5	0.3	2	-1	-2	7	-1.0	1
> CC(C)NC(C(=O)Nc1cc(Cl)cc(Cl)c1)c1ccccc1 (stereo unspecified)
→ -17	100	-5	-0.1	.	2	2	1	7.1	2
> Cc1ccc(CNC(=O)C2CCCN(S(=O)(=O)c3c(C)noc3/C=C/N(C)C)C2)cc1 (stereo unspecified)
→ 0	100	-7	0.0	-12	-8	1	4	-0.5	0
> Oc1ccc(C2C[C@H]3CC[C@@H]2C3)cc1O (stereo partly specified)
→ 31	96	-14	0.0	7	2	3	1	-0.1	-2
> CCC(c1nnnn1C1CCCC1)N(Cc1cccs1)Cc1cc2cc(C)ccc2[nH]c1=O (stereo unspecified)
→ 18	94	-7	0.0	-7	10	1	3	5.2	-6
> Cc1cc(NCCCN)nc(-c2ccccc2O)n1
→ 8	98	-4	0.0	-9	2	0	4	-0.4	-3
> CCSc1nc2ccccc2n1C(=O)Oc1ccccc1
→ -2	95	-8	0.0	-7	4	1	-4	-2.1	-1
> Cc1ccc(C2=NOC(c3nnc(-c4ccccc4)o3)C2)cc1 (stereo unspecified)
→ 5	105	-6	-0.4	.	-7	-1	-5	-3.8	0
> CCCC(=O)C1=C(N2CCCC2)CC(C)(C)C(C(=O)OC)C1=O (stereo unspecified)
→ 11	99	-5	-0.1	-11	-14	2	2	-0.6	0
> Cc1ccnc(NC(=O)CNC(=O)c2ccco2)c1
→ -4	99	-1	-0.1	.	-6	0	6	0.4	1
> CN(C)CCN(C(=O)CCc1ccccc1)c1nc2c(F)cc(F)cc2s1
→ -2	98	8	-0.1	15	33	0	0	-0.6	-5
> Cc1c(C(=O)O)cccc1-c1ccc(/C=C2/NC(=O)N(c3ccccc3)C2=O)o1
→ 1	100	1	0.7	9	1	-2	-1	0.7	-3
> CCOc1cc(/C=C2/NC(=O)N(CC(=O)OC)C2=O)ccc1O
→ 4	97	-5	-0.3	19	4	2	-2	-2.3	-2
> CCOC(=O)CSc1nnc(NC(=O)CN2CCN(C=O)CC2)s1
→ 10	99	-21	0.0	6	6	0	-1	0.0	-1
> COc1ccccc1CNC(=O)C1CCC(CNC(=O)[C@@H]2Cc3ccccc3CN2)CC1 (stereo partly specified)
→ -2	106	-2	0.1	-2	-2	-1	11	-0.2	-2
> Cc1cc(C(=O)OCC(N)=O)c(C)n1-c1ccccc1
→ -6	101	-7	0.0	-3	-1	1	-4	-0.5	6
> CC(C)c1ccc(NC(=O)Cn2nnc(C(=O)NCc3ccco3)c2N)cc1
→ -9	97	-3	-0.1	8	-4	2	1	-0.6	3
> CC(C)C(=O)Nc1ccc(NC(=O)c2ccccc2Cl)nc1
→ -10	97	.	0.2	13	2	-1	-3	-2.1	2
> COc1ccccc1OCCCCN1CCN(C(c2ccccc2)c2ccccc2)CC1
→ -10	94	-7	0.2	1	-1	-5	6	-1.3	3
> Cc1nc(C)c(-c2ccc(SCc3ccc([N+](=O)[O-])cc3)nn2)s1
→ 0	90	-5	0.1	-4	1	4	7	0.4	-7
> COc1ccccc1C(=O)Nc1ccccc1C(=O)N1C(C)CCCC1C (stereo unspecified)
→ 0	99	-16	-0.1	3	1	-2	0	-0.3	-5
> Cc1ccc(NC(=O)CCOc2ccccc2C)cc1C
→ -3	97	-3	0.0	8	2	1	-7	0.6	0
> CC(=O)N/C(=C\c1ccc(F)cc1)C(=O)NC(Cc1c[nH]c2ccccc12)C(=O)O (stereo unspecified)
→ 1	89	-4	-0.1	1	0	0	-12	-0.9	0
> Cc1c(C(=O)O)sc2nc3n(c(=O)c12)CCC3
→ 6	104	-6	0.0	4	-2	-1	-2	-0.8	2
> CN(Cc1cccs1)C(=O)Cn1cnc2cc([N+](=O)[O-])ccc2c1=O
→ 1	98	-4	0.0	6	0	4	0	-0.8	-7
> COc1cccc(C(=O)Nc2nnc(-c3ccc(OC)cc3OC)s2)c1
→ -1	97	-4	-0.1	26	-9	-4	0	0.3	-6
> Cc1nn(CC(=O)N(C)C2(C#N)CCCCC2)c(C)c1[N+](=O)[O-]
→ 8	97	-3	0.0	27	10	2	-7	0.0	10
> COC(=O)c1ccc(S(=O)(=O)N2CCCN(Cc3ccc(F)cc3)CC2)n1C
→ -3	100	-21	0.0	-5	19	-4	13	-0.1	-2
> CCN(CC(=O)Nc1c(F)cccc1F)C(=O)c1ccc(=O)[nH]c1
→ 0	99	.	-0.2	3	-2	1	-8	-0.1	1
> N=C1C(c2nc3ccccc3s2)=C(O)CN1c1ccccc1
→ 4	99	-7	0.1	6	-3	6	-10	-1.4	-7
> COc1ccccc1N(C(=O)CNC(=O)c1ccco1)C(C(=O)NC1CCCC1)c1ccncc1 (stereo unspecified)
→ 6	117	.	-0.1	.	0	-2	-4	-1.7	1
> COC(=O)Cc1[nH]nc2c1C(c1cccc(OC)c1OC)C(C#N)=C(N)O2 (stereo unspecified)
→ 3	97	-4	0.0	5	-4	-1	-5	-0.1	6
> CC(=O)c1c(C)[nH]c(C(=O)Nc2ccccc2N2CCOCC2)c1C
→ 8	95	-2	0.1	-1	5	9	2	-0.4	8
> CC1CCCCC1NC(=O)c1cc(=O)[nH]c2ccccc12 (stereo unspecified)
→ 1	90	-2	-0.2	-4	3	1	-2	-0.4	5
> Cc1nn(C)c(C(=O)N/N=C/c2ccncc2)c1Cl
→ 6	97	-6	0.0	-6	2	2	-7	-0.2	-3
> COc1ccc(CNC(=O)C2CCCN2C(=O)NC2CCCCC2)cc1 (stereo unspecified)
→ 0	100	-5	-0.1	-19	-1	-1	-9	0.1	-2

More entries.
The line under a structure holds: Cardio protect	ABCB6 inh MLPCN	CaV13 ICDI inh	aDG glyco act	Vif inh	Granule exo inh	Glyco luc inh	PDI inh	hiPSC survival	HTR2A ag
> COc1ccc2nc3ccccc3[n+]([O-])c2c1
→ -9	96	-17	0.3	-3	-1	18	-1	-1.6	-3
> CCN(CC(=O)NCc1cccs1)C(=O)CCCOc1ccccc1
→ 7	100	-6	0.2	7	0	0	-4	-0.4	-7
> Cc1cccc(C)c1-n1nnnc1C1(C)CCC(=O)N1C1CC1 (stereo unspecified)
→ .	93	-7	-0.2	.	-6	.	.	-0.2	12
> COc1cccc(CCc2nnc(CCC(=O)NCCc3cccc(C)n3)o2)c1
→ 4	99	-5	0.1	6	1	4	5	-0.8	1
> CCOc1ccc(OCC)c(NC(=O)CSCCc2ccccn2)c1
→ -9	95	-14	-0.1	-9	-1	0	-8	0.1	1
> COc1ccc(NC(=O)CC2SC(=Nc3ccccc3)NC2=O)c(OC)c1 (stereo unspecified)
→ -2	102	-2	0.0	-14	-8	1	.	1.5	11
> Nc1nc(NC(=O)Cc2ccccc2)nn1-c1ccccc1
→ -5	94	.	0.2	-2	2	1	-9	4.9	-5
> C=CCn1c(CNS(=O)(=O)c2ccc(F)cc2)n[nH]c1=S
→ 0	101	-7	-0.2	-5	-11	3	-8	0.1	7
> N#CCCN(Cc1cccnc1)C(=O)Nc1cccc(Cl)c1
→ 0	97	-7	-0.3	6	0	2	-2	-1.6	4
